Source: PubChem BioAssay
PTAP TSG101 blk: blocks PTAP/TSG101 interaction to inhibit HIV-1 budding. Fluorescence polarization, FITC-PTAP peptide / Tsg101 binding. Potency, µM (series often up to 115 µM), for inactives: at the highest dose activity change, negative = inhibition, actives largely listed as inhibitors. 340,000 tested, under 10 active; active means well fitted inhibition curve with a large enough effect in the main read-out, with a control signal flat, not every such curve was filed as active; inconclusive means small, poorly fitted or top-dose-only effect, or effect the other way, or a change in a side signal; inactive means no such curve, though single readings can be large or run the other way; further: potency means the concentration at half of the fitted maximal effect; % of control where 0% means no effect
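Steps: Tsg101 binding domain dispensed (10 uM final), compounds pinned in DMSO, FITC-labeled PTAP-motif peptide added (50 nM final); after 20 min binding at room temperature, polarization measured.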
TSHR antag: antagonists of human thyroid stimulating hormone receptor. P16473. TSHR-expressing cells, TSH-stimulated cAMP HTRF, 2 h; stronger effect = lower value. activity change, negative = inhibition, % at 11.5 µM. 330,000 compounds, 0.2% hits. AID 504810;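 active means activity change below a set negative limit, meaning inhibition stronger than a set level, cut at about -70% in these data; inconclusive means activity change between two set negative limits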; further: on the % scale 0 is the no-effect control and ±100 the full control effect
Target sequence (P16473 whole entry, looked up): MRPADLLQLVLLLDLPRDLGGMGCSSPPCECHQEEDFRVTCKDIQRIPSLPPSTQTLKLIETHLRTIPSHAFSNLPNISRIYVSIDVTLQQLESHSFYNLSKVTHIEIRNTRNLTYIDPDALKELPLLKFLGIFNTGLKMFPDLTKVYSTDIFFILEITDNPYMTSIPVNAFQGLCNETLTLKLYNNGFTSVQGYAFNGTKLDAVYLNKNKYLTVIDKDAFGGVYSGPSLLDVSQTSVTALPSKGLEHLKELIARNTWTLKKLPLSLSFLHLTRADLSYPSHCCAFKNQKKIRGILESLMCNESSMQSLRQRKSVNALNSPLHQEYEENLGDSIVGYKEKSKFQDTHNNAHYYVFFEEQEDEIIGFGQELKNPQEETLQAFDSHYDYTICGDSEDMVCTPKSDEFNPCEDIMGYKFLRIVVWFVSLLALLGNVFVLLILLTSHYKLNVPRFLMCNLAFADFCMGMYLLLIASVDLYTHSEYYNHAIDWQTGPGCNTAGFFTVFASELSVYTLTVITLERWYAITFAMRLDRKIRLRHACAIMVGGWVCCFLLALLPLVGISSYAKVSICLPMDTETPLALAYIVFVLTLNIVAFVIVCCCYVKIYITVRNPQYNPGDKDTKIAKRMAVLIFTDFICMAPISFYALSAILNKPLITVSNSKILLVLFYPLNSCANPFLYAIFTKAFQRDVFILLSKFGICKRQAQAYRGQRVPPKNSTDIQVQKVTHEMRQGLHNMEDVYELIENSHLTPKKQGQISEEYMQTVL
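TSHR-expressing cells, 200/well, pre-treated with compound, then stimulated with EC80 TSH (4nM final) for 2 hours at 37 deg C. cAMP measured by competitive HTRF: anti-cAMP cryptate antibody in lysis buffer plus cAMP-d2, read after 30 minutes at room temperature.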
Eya2 phos inh: inhibitors of human Eya2 phosphatase activity | O00167 | recombinant Eya2, OMFP fluorescence dephosphorylation (OMFP is methylfluorescein phosphate) | Potency, µM (highest dose often 76.9 µM), for the others: at the highest dose activity, negative = inhibition, actives largely listed as inhibitors | 330,000 compounds, 0.006% hits; further: potency means the concentration at half of the fitted maximal effect; on the % scale 0 is the no-effect control and ±100 the full control effect
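Eya2 protein (added as 0.2 uM solution) was preincubated with compound for 10 min at ambient temperature in 50 mM HEPES pH 7.5, 50 mM NaCl, 5 uM MgCl2, 0.05% BSA, 1 mM DTT. OMFP (added at 50 uM) then reacted 10 min; fluorescence read at 485/525 nm.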
Tb PFK block: T. brucei PFK enzyme inhibition; O15648; T. brucei PFK, ADP-Glo luminescence; Potency, µM (top dose mostly 57.5 µM), for the others: at the top dose activity, negative = inhibition, most hits filed as inhibitors; 330,000 compounds, 0.17% hits; AID 485367;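 further: potency means the concentration at half of the fitted maximal effect; 0% = uninhibited 1x PFK enzyme wells and -100% = no-enzyme wells; nearly all actives have a fitted effect of over 60% in size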
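PFK 1.25 nM, F6P 0.5 mM, ATP 0.1 mM, 0.1 M TEA pH 8.0, 5 mM MgCl2, 0.01% Tween20, 0.1% BSA; 45 min RT. ADP-Glo readout. qHTS titration up to 57 uM; curves fitted, compounds curve-classed.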
TCR act: activators of T cell receptors; primary human leukocytes, anti-CD3, IL-2 HTRF, 48 h; AID 504894; Potency, µM (series often up to 9.22 µM), for the others: at the top dose activation of IL-2 secretion, usual class: activators; 330,000 tested, under 10 active; further: % of control where 0% means no effect
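Primary human leukocytes incubated 48 hr with anti-CD3 beads plus compound, without co-stimulation. Secreted IL-2 measured by HTRF (europium cryptate/d2 anti-IL-2 pair, 320 nm excitation, 665 nm emission).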
USP2a inh: blocks human ubiquitin-specific protease USP2a; 330,000 compounds, 0.01% hits; O75604; USP2 core, Ub-CHOP2 coupled fluorogenic reporter, 485/531; AID 463254; Potency, µM (top dose mostly 38.3 µM), without a hit: top-dose activity change, negative = inhibition, hits mostly inhibitors;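 further: potency means the concentration at half of the fitted maximal effect; plate controls were DMSO wells for no effect and full inhibition by NEM control for full effect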
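Deubiquitinase activity read as fluorescence (485/531 nm) after Ub-CHOP2 cleavage activates the enterokinase reporter on its substrate; USP2 core 10nM, Ub-CHOP2 and substrate 25nM each, 30min compound preincubation then 60min RT; data normalized to NEM, curves fitted.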
B2AR arrestin: agonists driving beta-arrestin recruitment to human beta2-adrenergic receptor; P07550; beta-arrestin recruitment to beta2AR, cell-based reporter; Potency, µM (series often up to 46.1 µM), for the others: at the highest dose activation, hits mostly activators; 330,000 compounds, 0.02% hits;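 further: potency means the concentration at half of the fitted maximal effect; 0% = DMSO controls and full agonism = EC100 isoproterenol or metaproterenol; nearly all actives have a fitted effect of over 65% in size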
BCR signal inh: blocks chronic active B-cell receptor signaling; 340,000 compounds, 0.05% hits; ABC-DLBCL IkBa-CBG/CBR reporter, luminescence ratio, 4 h; Potency, µM (highest dose often 46.1 µM), for the others: at the highest dose ratio change, negative = lower green/red ratio, most hits filed as inhibitors; active means well fitted inhibition curve with a large enough effect in the signal ratio, with a control signal flat, not every such curve was filed as active; inconclusive means small, poorly fitted or top-dose-only effect, or effect the other way, or a change in a side signal; the % refers to the signal ratio;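 further: potency means the concentration at half of the fitted maximal effect; plate controls were basal doxycycline-induced cells for no effect and cells given 10 µM MG132 for full effect; MG132 reads +100%, hits lower the ratio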
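Compounds up to 46 uM were incubated four hours with TMD8 cells whose green CBG68 luciferase is fused to IkappaBalpha; red CBR luminescence normalised the signal, and concentration-effect curves were fitted to fusion, red and ratio data.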
uPA surface inh: cell surface uPA generation inhibition | 330,000 compounds, 0.31% hits | AID 540303 | cell surface uPA generation assay, qHTS | Potency, µM (doses to about 38.3 µM), for the others: at the top dose activity change, negative = inhibition, actives largely listed as inhibitors; active means well fitted inhibition curve with a large enough effect; inconclusive means small, poorly fitted or top-dose-only effect; inactive means no such curve, though single readings can be large or run the other way; tested in mouse RAW 264.7 cells; further: potency means the concentration at half of the fitted maximal effect; on the % scale 0 is the no-effect control and ±100 the full control effect; nearly all actives have a fitted effect of over 55% in size
ELG1 DNA repair: blocks ELG1-dependent DNA repair in HEK293T cells; HEK293T ELG1-luciferase reporter, luminescence, 16 h; DNA damage induced by 5-fluorouridine; Potency, µM (highest dose often 46.1 µM), for the others: at the top dose activity change, negative = inhibition, hits mostly inhibitors; 330,000 compounds, 2.3% hits; AID 504467; further: potency means the concentration at half of the fitted maximal effect; on the % scale 0 is the no-effect control and ±100 the full control effect; nearly all actives have a fitted effect of over 55% in size
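Luminescence from the luciferase reporter, measured 30 min after ONE-Glo reagent at room temperature, was the read-out. Beforehand, 2,000 cells per well were exposed for 16 hr at 37 °C to 5-fluorouridine together with compound or vehicle.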
Mito fusion act: blocks mitochondrial division or promotes mitochondrial fusion. AID 485298. Potency, µM (top dose mostly 46.1 µM), without a hit: at the top dose growth rescue (activation), actives largely listed as activators. 320,000 compounds, 0.23% hits. S. cerevisiae fusion-defective mutant growth rescue, CellTiterGlo 48 h;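 further: potency means the concentration at half of the fitted maximal effect; % of control where 0% means no effect; nearly all actives have a fitted effect of over 45% in size; temperature-sensitive fusion mutants such as fzo1-1 at 37 °C on non-fermentable ethanol glycerol medium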
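Temperature-sensitive fusion-defective S. cerevisiae (e.g. fzo1-1, mgm1-5) were grown with compound in YPEG medium (3% ethanol, 3% glycerol) for 48 hours at 37C. Growth rescue was measured as viability by CellTiterGlo luminescence after 10 minutes at ambient.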
* = called active by the depositor; ? = inconclusive; · = no result given; [ ] = remark or other dose. Unless noted, the call rests on the fitted dose curve; in most records, active means well fitted curve in the direction sought with a large enough effect; inconclusive means small, poorly fitted or top-dose-only effect, or another doubt; inactive means no such curve, though single readings can be large; an effect the other way counts as inactive or inconclusive.

molecule	PTAP TSG101 blk	TSHR antag	Eya2 phos inh	Tb PFK block	TCR act	USP2a inh	B2AR arrestin	BCR signal inh	uPA surface inh	ELG1 DNA repair	Mito fusion act
Cc1cc(C(=O)NCC(=O)OC(C(=O)Nc2cc(C(F)(F)F)ccc2Cl)c2ccccc2)ccc1[N+](=O)[O-] (configuration not stated)	-1.2%	-3.5	12.4%	1.2%	-5.9%	1.1%	-1.1%	?	8.0%	-3.5%	-2.2%
Cc1cc(C(F)(F)F)n(-c2nc(C(=O)NNS(=O)(=O)c3ccccc3[N+](=O)[O-])cs2)n1	-3.5%	-24.0	7.4%	-4.7%	3.2%	0.3%	-0.8%	?	5.7%	5.8µM*	7.9%
COc1ccc(CCNC(=S)Nc2cccc(C)c2)cc1	0.2%	-5.8	5.0%	0.9%	6.7%	0.1%	0.3%	?	1.5%	-5.6%	3.4%
Cc1nc(-c2ccccc2)nc(-c2ccccc2)n1	0.8%	-1.4	-5.0%	-18.9%	3.3%	1.2%	-0.1%	-3.8%	-7.5%	1.7%	2.8%
CCOC(=O)c1ccc(S(=O)(=O)N(CCO)Cc2cc3cc(OC)c(OC)cc3[nH]c2=O)cc1	-2.5%	-9.5	-14.0%	1.3%	6.9%	0.0%	-0.2%	-0.5%	-2.0%	1.6%	-9.2%
NC(=O)NC(c1ccccc1)c1cccc2ccccc12 (configuration not stated)	-0.3%	11.1	13.5%	5.6%	·	1.5%	-0.1%	?	6.1%	?	-1.1%
O=C1NC(c2ccccc2)=C(c2ccc3ccccc3n2)C(c2ccncc2)N1 (configuration not stated)	-12.1%	1.6	-1.8%	-2.0%	-3.9%	5.5%	0.1%	8.0%	-5.7%	-3.4%	0.3%
Cc1ccc(Oc2ncc(CN3CCOCC3)s2)cc1	-6.4%	26.7	-10.1%	3.9%	2.6%	0.7%	-0.2%	?	-5.4%	?	2.0%
Cc1c(CN2CCC(C(=O)Nc3cccc(-c4cccc(Cl)c4)c3)CC2)cnn1C	-4.7%	3.0	5.6%	-3.1%	-4.1%	-0.9%	0.2%	?	-13.0%	-8.1%	-8.5%
O=C(C[N+]1(CC#Cc2ccccc2)CCCCC1)c1ccc(Cl)cc1	-4.9%	0.6	-0.3%	4.7%	-3.7%	2.5%	-0.2%	?	-8.2%	?	5.8%
CC(=O)Nc1nc2cc3c(cc2s1)OCO3	-8.5%	-3.7	-5.2%	-15.1%	1.7%	-7.9%	0.2%	7.2%	-8.8%	?	0.5%
CCCCCC(=O)NNC1CC(=O)N(c2ccccc2)C1=O (configuration not stated)	-4.8%	-8.7	-5.8%	1.8%	13.8%	1.3%	0.0%	?	0.3%	15.7%	-3.1%
CCOC(=O)CCNC(C)C1COc2ccccc2O1 (configuration not stated)	-7.2%	13.0	-7.3%	-4.8%	0.2%	3.2%	-0.4%	-1.4%	4.7%	6.1%	-0.8%
CCn1c(-c2cc(OC)ccc2OC)csc1=Nc1c(C)n(C)n(-c2ccccc2)c1=O	-2.9%	-13.2	4.5%	-2.1%	-0.3%	2.2%	0.0%	4.7%	-5.2%	?	2.9%
CO/N=C\C(=N\Nc1ccc(OC)cc1)C(=O)c1ccccc1	-2.3%	1.0	?	1.1%	3.1%	2.9%	-0.7%	?	10.8%	?	6.7%
Cc1ccc2ncnc(Nc3cccc([N+](=O)[O-])c3)c2c1	-4.2%	-11.0	4.8%	7.7%	5.3%	-0.6%	-0.1%	0.5%	7.1%	?	8.8%
COc1ccccc1NC(=S)N1CCC(c2nc3cc(C)c(C)cc3[nH]2)CC1	-4.1%	0.8	?	0.1%	-116.0%	1.0%	0.5%	-0.7%	-10.6%	-1.4%	-0.7%
CN(C(=O)CSc1nnc(-c2cccnc2)n1-c1ccccc1F)C1CCS(=O)(=O)C1 (configuration not stated)	-3.3%	2.1	2.3%	-1.3%	2.5%	1.8%	0.1%	?	2.7%	9.6%	4.2%
Cc1ccc(S(=O)(=O)N2CCN(C(=O)N3CCOCC3)CC2)c(C)c1	0.0%	-6.7	13.9%	2.5%	-4.4%	2.7%	-0.8%	6.7%	7.6%	0.2%	-1.4%
COc1cc(OC)cc(C(=O)N2CCN(S(=O)(=O)c3ccc(Cl)s3)CC2)c1	-3.4%	14.5	10.7%	6.1%	-5.8%	-1.1%	-0.4%	-2.9%	-8.7%	-0.7%	-5.9%
O=c1[nH]c(C2CCCCC2)nc2ccccc12	-8.2%	6.2	1.9%	-0.3%	2.9%[46.1 µM]	1.5%	-1.1%	1.7%	-1.6%	-0.1%	-4.7%
C1CN(c2nc3nonc3nc2N2CCOCC2)CCO1	·	4.2	-8.5%	1.8%	·	-1.9%	-0.4%	3.0%	·	1.0%	-3.0%
CCc1nc2sccc2c(=O)n1N	-0.2%	2.7	-7.3%	4.0%	13.9%	3.6%	-0.2%	1.5%	3.7%	2.0%	0.9%
N#CC1CC(c2ccccc2)=NN1c1ccccc1[N+](=O)[O-] (configuration not stated)	-5.5%	11.4	-22.4%	-3.4%	4.1%	-1.2%	0.0%	-1.3%	-4.5%	?	17.0%
Cc1ccc(C)c(C(=O)CN2C(=O)NC3(CCCCCCC3)C2=O)c1	?	-2.0	12.5%	-6.0%	0.8%	8.5%	0.1%	8.8%	-9.3%	1.1%	5.2%
CCOC(=O)CCN(Cc1ccccc1)S(=O)(=O)c1csc(C(N)=O)c1	-6.6%	-1.0	-1.8%	0.2%	10.0%	1.0%	0.2%	-16.6%	14.1%	-3.3%	-0.7%
O=C(C1CC1)N1c2ccccc2Sc2ccccc21	0.2%	-18.0	17.2%	-0.1%	0.0%	-0.3%	-0.2%	0.0%	-14.2%	?	4.8%
CCC12CN(C(=O)c3ccco3)CC(CC)(CN(C(=O)c3ccco3)C1)C2=O	-3.5%	-6.0	-2.4%	4.3%	-6.2%	1.5%	0.4%	0.3%	4.6%	1.3%	-1.2%
O=C(Oc1nsnc1N1CCOCC1)N1CCOCC1	-5.0%	7.7	-2.8%	2.5%	·	2.4%	-0.8%	0.5%	-0.4%	-3.7%	3.2%
COCCN(C(=O)c1cc(S(=O)(=O)N2CCCCC2)ccc1Cl)c1c(N)n(CC(C)C)c(=O)[nH]c1=O	-7.8%	35.1	-18.7%	-2.5%	-1.9%	2.8%	0.3%	-1.4%	2.2%	18.7%	4.3%
CCOC(=O)CNc1nc(C(C)(C)C)nc2c1nnn2Cc1ccccc1Cl	-2.2%	-6.6	-4.1%	-1.0%	9.7%	1.4%	0.0%	1.1%	·	?	0.3%
Cc1ccc(C2=NN(CCC(=O)NCc3ccc4c(c3)OCO4)C(=O)CC2)cc1	0.6%	-8.8	7.9%	-0.1%	-8.3%	3.2%	-1.7%	-2.2%	-2.2%	-11.5%	-2.7%
O=C(COC(=O)CCC1CCCC1)NCc1ccc(Cl)cc1	-5.9%	-11.9	1.8%	-10.0%	0.8%	0.0%	0.0%	28.6%	0.1%	-9.5%	-3.9%
CCN1CCN(C(=O)c2ccc3c(c2)N(Cc2ccccc2)C(=O)c2ccccc2S3=O)CC1 (configuration not stated)	-2.6%	0.8	12.5%	-0.1%	-8.6%	1.3%	-0.4%	?	-8.1%	13.8%	-3.7%
COc1cc(OC)cc(-c2c(C#Cc3ccsc3)c3cc(-c4ccc(OC)c(OC)c4)ccc3n2C)c1	9.3%	-8.3	10.0%	4.9%	-3.5%	?	0.1%	2.6%	2.2%	16.1%	·
O=c1c(C(c2ccc(Cl)cc2)c2c(O)nc3n(c2=O)CCCS3)c(O)nc2n1CCCS2	-1.3%	2.7	-1.9%	2.4%	-0.6%	-1.2%	0.0%	9.0%	5.0%	4.9%	4.3%
CSc1nsc(N/N=C/c2ccccc2)c1C#N	0.8%	-1.9	?	-4.3%	-6.6%	11.0%	-0.1%	2.7%	-6.3%	-15.3%	-8.9%
Cc1c(NC(=O)COC(=O)c2ncc(Cl)c(Cl)c2Cl)c(=O)n(-c2ccccc2)n1C	-1.5%	-7.4	8.9%	0.2%	-2.6%	-0.2%	0.0%	11.2%	-3.1%	-2.1%	-7.6%
